TTR transcr act: TTR transcription activators in neuroblastoma reporter cells, primary screen, cell-based, luminescence, SH-SY5Y, TTR promoter Gaussia luciferase | 100% = recombinant luciferase protein wells | hit rate 1.3% among 92,000 | activation, % at 16.7 µM;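 active = activation above the mean of all tested compounds plus 3 SD, cut at about 9.5% in these data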;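 also: cells exposed to compounds for one day before reading; 0% = median of all test compound wells on the plate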
An asterisk follows results filed as active.

SMILES	TTR transcr act
C[C@@H]1O[C@@H](OC[C@@H]2O[C@H](Oc3c(-c4ccc(O)cc4)oc4cc(O)cc(O)c4c3=O)[C@@H](O)[C@H](O)[C@H]2O)[C@H](O)[C@H](O)[C@H]1O	2.7
Cc1ccccc1OCCOCCN1CCCCCC1	0.5
CNS(=O)(=O)c1cc(NC(=O)CCNC(=O)c2ccco2)ccc1C	1.0
Cn1c(=O)c2c(nc(NN=C3CCCC3)n2C)n(C)c1=O	-1.1
CC1CCN(S(=O)(=O)c2cc(C(=O)N3CCN(c4ncccn4)CC3)ccc2Br)CC1	1.4
CCCCn1c(SCC(=O)Nc2cc(C)on2)nc2c1c(=O)n(C)c(=O)n2C	3.6
CC1CCCC(C)N1C(=O)CSc1nnc(CSc2ncccn2)n1C (configuration not stated)	0.0
CCOC(=O)C1CCN(C(=O)C(CC)c2ccccc2)CC1 (configuration not stated)	-1.2
O=[N+]([O-])c1cc(Br)c(OCc2nnc(-c3ccccc3)o2)c(Br)c1	1.9
CCOC(=O)CCCCCC(=O)Nc1ccc2c(c1)C(=O)N([C@@H](C)CO)C[C@@H](C)[C@H](CN(C)C(=O)c1ccncc1)OCCCC[C@H](C)O2	-1.9
COCCN=c1scc(-c2cc(OC)c(OC)c(OC)c2)n1/N=C/c1c(C)[nH]c2ccccc12	-4.5
Cn1c(-c2ccccc2)cnc1NCc1ccc(F)cc1	2.0
O=C(CCNC(=O)C1CCN(S(=O)(=O)c2ccccc2)CC1)Nc1ccccc1	-1.0
CC(C)(C)OC(=O)N1CCC(C(=O)Nc2ccc(C(=O)N3CCCCC3)cc2)CC1	1.0
Cc1ccc(C(=O)CNc2ccc(C)cc2C)cc1	5.4

Three compounds out of the list, arranged by SMILES length, lowest first.
SMILES	TTR transcr act
Cc1ccccc1OCCOCCN1CCCCCC1	0.5
CCCCn1c(SCC(=O)Nc2cc(C)on2)nc2c1c(=O)n(C)c(=O)n2C	3.6
CC(C)(C)OC(=O)N1CCC(C(=O)Nc2ccc(C(=O)N3CCCCC3)cc2)CC1	1.0

The list continues:
SMILES	TTR transcr act
COc1ccc(OC)c(NC(=O)c2cc(S(=O)(=O)NCc3ccco3)ccc2F)c1	0.7
COCCNC(=O)CN(c1ccc(OC)c(OC)c1)S(=O)(=O)c1ccc(C)cc1	5.4
O=S(=O)(NC1CCCC1)c1ccc(-n2cnnn2)cc1	-2.4
O=C(O)CCc1n[nH]c(=S)[nH]c1=O	2.9
Fc1ccc(-c2n[nH]c(=S)n2/N=C/c2c[nH]c3ccccc23)cc1	-0.7
CN(C(=O)c1cc2c(=O)n3ccccc3nc2n1C)C1CCCCC1	-1.1
O=C(Nc1c2c(nn1-c1ccc(Cl)cc1)CS(=O)(=O)C2)c1ccc2c(c1)OCO2	0.4
CC(=O)NCCC(=O)Nc1ccc(F)cc1C	-0.7
CCc1ccccc1NC(=O)Cc1cn(C)c2ccccc12	4.0
C=CCN(CC=C)Cc1cc(=O)oc2cc(OC)ccc12	-0.7
CCOc1ncccc1C(=O)N1CCCSC1=Nc1ccc(C(C)=O)cc1	-0.5
COc1ccc(CN(CC(=O)NCCC(C)C)C(=O)CCC(=O)Nc2nccs2)cc1	1.2
COc1ccc2c(c1)[C@@]1(NCCc3c1[nH]c1ccc(OC)cc31)C(=O)N2	0.6
CN1N=C2c3ccccc3CCC2C1c1ccc(F)cc1 (configuration not stated)	-1.2
CC(C)(C)C(=O)NCCCNc1ccc([N+](=O)[O-])cc1	1.5

Part of the list above, with the structure last:
| TTR transcr act | Compound |
| --- | --- |
| 2.7 | C[C@@H]1O[C@@H](OC[C@@H]2O[C@H](Oc3c(-c4ccc(O)cc4)oc4cc(O)cc(O)c4c3=O)[C@@H](O)[C@H](O)[C@H]2O)[C@H](O)[C@H](O)[C@H]1O |
| -1.0 | O=C(CCNC(=O)C1CCN(S(=O)(=O)c2ccccc2)CC1)Nc1ccccc1 |
| -1.2 | CCOC(=O)C1CCN(C(=O)C(CC)c2ccccc2)CC1 (configuration not stated) |
| 0.0 | CC1CCCC(C)N1C(=O)CSc1nnc(CSc2ncccn2)n1C (configuration not stated) |
| -1.9 | CCOC(=O)CCCCCC(=O)Nc1ccc2c(c1)C(=O)N([C@@H](C)CO)C[C@@H](C)[C@H](CN(C)C(=O)c1ccncc1)OCCCC[C@H](C)O2 |

Carrying on.
SMILES	TTR transcr act
CC(C)(C)OC(=O)N1c2ccccc2[C@]2(N3CCCC3)C[C@H](C(=O)O)N(C(=O)OC(C)(C)C)[C@H]12	2.0
COCC(=O)N(C)[C@H]1C[C@H]2c3cc(Oc4ccccc4C)ccc3CCN2C(=O)[C@H]1[C@H](C)O	1.4
NS(=O)(=O)c1ccc(NC(=S)NC2CCCCC2)cc1	0.3
CC[C@H](C)[C@H](NC(N)=O)C(=O)NCCc1ccc(OC)cc1	0.2
O=C(c1cc2ccccc2oc1=O)N(Cc1cccs1)Cc1ccccc1Cl	0.6
CC1(C)O[C@@H]2[C@H](O1)[C@@H](CO)O[C@H]2n1ccc(=O)[nH]c1=O	2.6
CN(C(=O)c1cc(COc2ccc(F)c(F)c2)on1)C1CCOC1 (configuration not stated)	-0.7
CCCCNC(=O)C1C(c2ccccc2)=Nc2ccccc2N1C(=O)c1ccc(C(F)(F)F)cc1 (configuration not stated)	-3.0
CON(C)C(=O)CC1(CN(Cc2ccccc2)C(=O)OC(C)(C)C)CCCCC1	-5.5
CO[C@H]([C@H](C)/C=C/N(C)C=O)[C@@H](C)C(O)CC[C@H](C)[C@H](O)[C@H](C)[C@H]1OC(=O)/C=C/C(C)=C/C[C@H](O)C[C@@H]2C=CC[C@@H](C[C@H](OC)[C@@]3(CO3)[C@@H](OC)C[C@@H](OC)[C@@H]1C)O2 (some centres not stated)	-0.8
C[C@@H]1COC(=O)[C@H](Cc2ccc(F)cc2)C/C=C\C[C@@H](CC(=O)N[C@H](CO)Cc2ccccc2)C(=O)N1	3.5
COc1c(F)c(F)c(C(=O)Nc2ccccc2N2CCN(C(C)=O)CC2)c(F)c1F	-1.8
COc1ccc(N(CC(=O)N/N=C/c2cccs2)S(=O)(=O)c2ccccc2)cc1	0.0
C/C(=C\c1ccco1)C1C(C#N)=C(N)Oc2n[nH]c(-c3ccc(C)cc3)c21 (configuration not stated)	1.2
COc1cc(C(=O)N2CCCN(C)CC2)cc(OC)c1C	2.4
COc1ccc(NC2=C3CC(C)CC=C3N(c3ccc(OC)cc3)C2=O)cc1 (configuration not stated)	-1.6
CCc1ccc(C(=O)NNC(=O)CN2C(=O)NC3(CCCC3)C2=O)cc1	-1.8
O=C1[C@@H]2CSCCS(=O)(=O)N2C(=O)N1C1CCCCC1	2.7
O=C(CNC(=O)c1ccncc1)N/N=C/c1ccc(O)cc1O	-0.5
CCOC(=O)C1=CCN(S(=O)(=O)c2ccccc2F)C1c1ccccc1 (configuration not stated)	-1.0
CCc1nc(C)ccc1OCC(=O)N1CCc2c([nH]c3ccccc23)C1c1ccccn1 (configuration not stated)	-2.1
Cc1ccc(OCc2occc2C(=O)O)cc1	-1.5
CCC(CO)Oc1cc(NCc2cccc(OC)c2)c2ncn(C(C)C)c2c1 (configuration not stated)	1.4
Cc1ccccc1N1CCN(S(=O)(=O)CC23CCC(CC2=O)C3(C)C)CC1 (configuration not stated)	-2.1
N/C(=N\OC(=O)c1ccc(Cl)cc1Cl)c1ccccc1	2.0
Cc1ccc(/C=N/N2CCN(Cc3ccccc3)CC2)cc1	-1.9
COc1ccccc1NC(=O)CSc1nccn1Cc1ccccc1	0.4
Cc1ccc(C#N)c(SCc2cc3c(cc2Cl)OCO3)n1	6.5
OC(C#CCN1CCCC1)c1ccccc1 (configuration not stated)	-0.9
CC(=O)Nc1sc2c(c1-c1cc3ccccc3o1)CCNC2	1.4
Cc1ccc(C(=O)Nc2cccnc2)cc1Cl	3.6
OCCN1CCOCCOc2ccccc2OCCOCC1	-1.1
O=c1[nH]c(Cc2ccccc2)nc2c1oc1ccccc12	1.0
COCCCNC(=O)CCn1c(=O)c2ccccc2n(Cc2cccc([N+](=O)[O-])c2)c1=O	0.7
Cc1ccc(NC(=O)COc2ncnc3cc([N+](=O)[O-])ccc23)cc1S(=O)(=O)N1CCOCC1	1.5
COc1ccc(Cl)cc1Nc1nc(N)nc(C(F)(F)F)n1	-2.0
O=c1oc(Nc2cccc(F)c2)nc2ccccc12	1.7
O=C(CCN=C1NS(=O)(=O)c2ccccc21)Nc1ccc(Cl)cc1F	3.2
CCOC(=O)c1c(NC(=O)C2=C(C)NC(=S)NC2c2ccc(F)cc2F)sc(C)c1C (configuration not stated)	-0.6
Cc1onc2c(=O)n(-c3ccccc3)nc(-c3ccccc3)c12	-1.3
Cc1ccc(S(=O)(=O)c2nc(Nc3ccccc3N3CCOCC3)sc2Cl)cc1	1.9
O=C(NCCc1c[nH]c2ccccc12)c1cncc(Br)c1	3.0
CCO[C@@H]1OC(C(=O)O)=C[C@H](c2ccc(C(F)(F)F)cc2)[C@H]1CCCO	-1.0
CC(C)C(=O)Nc1ccc(C(=O)NNC(=O)CCCOc2ccc(Cl)cc2Cl)cc1	0.7
COc1ccccc1NC(=O)N1CCN(c2ccc3nncn3n2)CC1	-1.9

Looked up one by one from the list above, four records:
SMILES	TTR transcr act
Cc1ccc(OCc2occc2C(=O)O)cc1	-1.5
C/C(=C\c1ccco1)C1C(C#N)=C(N)Oc2n[nH]c(-c3ccc(C)cc3)c21 (configuration not stated)	1.2
N/C(=N\OC(=O)c1ccc(Cl)cc1Cl)c1ccccc1	2.0
CN(C(=O)c1cc(COc2ccc(F)c(F)c2)on1)C1CCOC1 (configuration not stated)	-0.7

Continued.
SMILES	TTR transcr act
CCOc1ccc(-c2nc3c(s2)CCc2onc(-c4ccc(OC)cc4)c2-3)cc1	5.1
COc1ccc2cc(CCNC(=O)C(C)(C)C)c(=O)[nH]c2c1	0.3
CN(C)c1ccc(C(=N)Cc2ccc3ccccc3n2)cc1	-0.4
Cc1nn(Cc2ccccc2Cl)c2sc(C(=O)NC(C)(C)C)cc12	-1.6
CC(C(=O)N1CCN(c2ccccc2)CC1)N1C(=O)C2CC=CCC2C1=O (configuration not stated)	-1.1
COc1cc2c(C(=O)NCc3ccc4c(c3)OCO4)cn(C)c(=O)c2cc1OC	4.5
COCCN1C(=O)CCC1(C)c1nnnn1Cc1ccccc1 (configuration not stated)	1.0
CC(C)(C)c1cc[n+](-c2nc([O-])sc2C=O)cc1	1.4
CCOc1ccc(C(=O)NC(C(=O)NCc2ccccn2)C(C)C)cc1 (configuration not stated)	1.5
Nc1nc(NCCCN2CCOCC2)nc(Nc2ccc(Cl)cc2)c1[N+](=O)[O-]	13*
O=C(COC(=O)/C=C/c1ccc(S(=O)(=O)N2CCCCCC2)cc1)NCc1ccccc1Cl	-1.0
CO/C(N)=C(\C#N)N=Cc1ccccc1Cl	-0.4
Cc1noc(C)c1NC(=O)N(C)C[C@H]1Oc2ccc(NC(=O)Cn3cnnn3)cc2C(=O)N([C@H](C)CO)C[C@@H]1C	0.3
COc1ccc(S(=O)(=O)N2CCCCCC2)cc1NC(=O)CN1C(=O)NC(C)(c2ccccc2)C1=O (configuration not stated)	-2.4
COc1ccc(NC(=O)CSc2nc3ccccc3n2-c2ccccc2)c([N+](=O)[O-])c1	-2.6
COCC(=O)Nc1c(C(=O)Nc2ccc3c(c2)OCO3)oc2ccccc12	1.8
O=C(NCCCN1CCCC1=O)c1cccc(C(F)(F)F)c1	-0.8
Cc1ccc(CNC(=O)c2cccc(-n3cnnn3)c2)cc1	-2.3
CCCNS(=O)(=O)c1cc2c(cc1Br)CCN2C(=O)CC	-0.4
O=C(Cc1ccccc1)NNC(=O)C1CCN(c2ncccn2)CC1	2.7
Cc1c(C(=O)Nc2ccccc2)sc2ncn(CC(=O)N3CCCCC3)c(=O)c12	2.5
CC1(C)Cc2c(sc3nc(-c4cccs4)n(N)c(=O)c23)CO1	-2.9
O=C(/C=C/c1ccco1)NC(=S)Nc1ccc(C(=O)O)cc1	1.1
COc1ccc(Br)cc1/C=C/C(=O)NCC(=O)O	2.8
C/C(=N\N1CCN(c2ccccc2)CC1)c1ccncc1	-0.3
CCOC(=O)CSc1nc(C(C)(C)C)cc(C(F)(F)F)c1C#N	-0.2
Cc1nc2c(-c3ccc(F)cc3)c(C)nn2c(C)c1CCC(=O)NC(C)CCc1ccco1 (configuration not stated)	-1.2
O=C(/C=C/c1ccc(Cl)cc1)N(c1ccccn1)C1CCCCC1	-0.7
COC(=O)c1ccc(S(=O)(=O)N2CCN(C)CC2)n1C	-1.4
Cc1cc2ccc3ccccc3c2cc1CN(C)C	5.7
O=C(Nc1ccc(S(=O)(=O)Nc2nccs2)cc1)c1c(F)c(F)c(F)c(F)c1F	-1.5
COc1ccc(/C=[N+](\[O-])C2N(c3ccccc3)C(=S)SC2(C)C)cc1OC (configuration not stated)	-1.5
CCOC(CC(=O)NNC(=O)c1c(-c2c(Cl)cccc2Cl)noc1C)OCC	1.4
Cc1cc(NC(=O)Nc2ccc(Cl)cc2)no1	-3.0
O=S(=O)(c1ccc(SCc2cccc(Cl)c2)nc1)N1CCCC1	0.0
Cc1cc(C)cc(N(CCC#N)C(=O)CSC2=Nc3ccccc3C3CC=NN23)c1 (configuration not stated)	-0.7
CCOc1ccccc1NC(=O)CSc1nnnn1Cc1ccccc1	3.9
O=[N+]([O-])c1ccc(N2CCN(C(=S)Nc3ccc(F)cc3F)CC2)cc1	-2.2
COc1cccc(-n2cnnn2)c1	-1.2
CCCOC(=O)Cc1c(O)c2ccccc2[nH]c1=O	-1.1
COCCNC(=O)C1CC(c2ccc(F)cc2)=NO1 (configuration not stated)	2.5
Cc1nc2c(cnn2CCO)c(=O)[nH]1	2.8
Cc1cc(NC(=O)c2cn(C3CCCCC3)c(=O)c3c2c2ccccc2n3C)no1	0.3
CC(=O)N1c2c(cc(Br)cc2S(=O)(=O)NCc2ccccc2)CC1C (configuration not stated)	2.9
COc1ccc(C(=O)OCC(=O)NCc2ccc3c(c2)OCO3)cc1S(=O)(=O)N1CCOCC1	2.1
Cc1cc(C(=O)NNC(=O)CCCCC(=O)NNC(=O)c2cc(C)[nH]n2)n[nH]1	0.5
CCC(C)[C@H](NC(=O)NCc1ccccc1Cl)C(=O)O (some centres not stated)	2.8
Cc1c(C(=O)OCC(=O)Nc2c(C)n(C)n(-c3ccccc3)c2=O)cccc1[N+](=O)[O-]	0.5
Cc1cccc(Cn2c(O)c(N=NC(=S)Nc3ccccc3F)c3ccccc32)c1	-0.3

Compound activity from PubChem BioAssay.

This is a subset; count on the stated rates, not on these rows.
